High-throughput results as filed in PubChem.
ZTA counter = blocks Epstein-Barr virus ZTA, an EBNA-1 counter-screen; P03206; ZTA-DNA binding, fluorescence polarization; inhibition, % at 11 µM; 320,000 tested, 0.15% active; in the data active means inhibition above about 33%
PAFAH1B3 inh = PAFAH1B3 enzyme inhibitors, primary screen, biochemical, fluorescence polarization, human. inhibition, % at 3.39 µM. recombinant PAFAH1B3, FP-rhodamine probe. AID 492972, 2010. 340,000 tested, 0.28% active. Platelet-activating factor acetylhydrolase IB subunit alpha1 (Homo sapiens), Q15102;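 active means inhibition above the screen-wide average of all tested compounds plus 3 SD, cut at about 25% in these data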;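 further: 0% = enzyme with DMSO only and 100% = wells lacking PAFAH1B3 protein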
EBNA-1 inhibitor = EBNA-1 DNA-binding inhibitors, primary screen, biochemical, fluorescence polarization; AID 1950, 2009; 300,000 tested, 0.34% active; inhibition, % at 14.8 µM; in the data active means inhibition above about 28%
LYPLA2 inh = LYPLA2 inhibitors, primary screen, counter-screen for PME1 inhibitor project, biochemical, fluorescence polarization, FP-Rh probe ABPP; Acyl-protein thioesterase 2 (Homo sapiens), O95372; recombinant LYPLA2; inhibition, % at 5.9 µM; 320,000 tested, 0.38% active; AID 2177, 2009;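 active means inhibition above the screen-wide mean plus 3 SD, limit set per campaign, cut at about 26% in these data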;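 further: 0% = LYPLA2 with DMSO and 100% = wells lacking LYPLA2 enzyme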
LYPLA1 counter = LYPLA1 inhibitors, primary screen, counter-screen for PME1 inhibitor project, biochemical, fluorescence polarization, FP-Rh probe ABPP; Acyl-protein thioesterase 1 (Homo sapiens), O75608; recombinant LYPLA1; inhibition, % at 5.9 µM; 320,000 tested, 0.16% active; AID 2174, 2009;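 active means inhibition above the mean of all tested compounds plus 3 SD, set per campaign, cut at about 14% in these data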;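 further: inhibitors block serine hydrolase probe labeling of LYPLA1 so polarization falls; 0% = enzyme with DMSO and 100% = wells lacking LYPLA1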
Target sequence (O75608 whole entry, looked up): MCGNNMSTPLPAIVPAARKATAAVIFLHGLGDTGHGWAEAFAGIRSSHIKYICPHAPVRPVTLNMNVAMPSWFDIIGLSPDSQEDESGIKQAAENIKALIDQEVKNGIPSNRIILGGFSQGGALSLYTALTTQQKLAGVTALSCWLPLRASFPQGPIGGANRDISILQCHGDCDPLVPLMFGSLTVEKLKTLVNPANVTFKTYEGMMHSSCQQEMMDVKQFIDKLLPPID
pPAFAH FP inh = pPAFAH enzyme inhibitors, primary screen, biochemical, fluorescence polarization, human; recombinant pPAFAH, FP-rhodamine probe fluorescence polarization; inhibition, % at 3.39 µM; 330,000 tested, 1.5% active; AID 463082, 2010; Platelet-activating factor acetylhydrolase (Homo sapiens), Q13093;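 active means inhibition above the mean inhibition across the screen plus 3 SD, cut at about 25% in these data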;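 further: inhibitors block binding of the rhodamine activity-based probe so polarization drops; 0% = enzyme with DMSO and 100% = wells lacking pPAFAH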
PREPL inh = PREPL enzyme inhibitors, primary screen, biochemical, fluorescence polarization | Prolyl endopeptidase-like (Homo sapiens), Q4J6C6 | 320,000 tested, 0.68% active | recombinant PREPL, fluorescence polarization activity-based probe | inhibition, % at 5.96 µM; in the data active means inhibition above about 43%;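 further: 0% = enzyme with DMSO and 100% = wells lacking enzyme; many of its hits are not listed in these tables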
Target sequence (Q4J6C6 whole entry, looked up): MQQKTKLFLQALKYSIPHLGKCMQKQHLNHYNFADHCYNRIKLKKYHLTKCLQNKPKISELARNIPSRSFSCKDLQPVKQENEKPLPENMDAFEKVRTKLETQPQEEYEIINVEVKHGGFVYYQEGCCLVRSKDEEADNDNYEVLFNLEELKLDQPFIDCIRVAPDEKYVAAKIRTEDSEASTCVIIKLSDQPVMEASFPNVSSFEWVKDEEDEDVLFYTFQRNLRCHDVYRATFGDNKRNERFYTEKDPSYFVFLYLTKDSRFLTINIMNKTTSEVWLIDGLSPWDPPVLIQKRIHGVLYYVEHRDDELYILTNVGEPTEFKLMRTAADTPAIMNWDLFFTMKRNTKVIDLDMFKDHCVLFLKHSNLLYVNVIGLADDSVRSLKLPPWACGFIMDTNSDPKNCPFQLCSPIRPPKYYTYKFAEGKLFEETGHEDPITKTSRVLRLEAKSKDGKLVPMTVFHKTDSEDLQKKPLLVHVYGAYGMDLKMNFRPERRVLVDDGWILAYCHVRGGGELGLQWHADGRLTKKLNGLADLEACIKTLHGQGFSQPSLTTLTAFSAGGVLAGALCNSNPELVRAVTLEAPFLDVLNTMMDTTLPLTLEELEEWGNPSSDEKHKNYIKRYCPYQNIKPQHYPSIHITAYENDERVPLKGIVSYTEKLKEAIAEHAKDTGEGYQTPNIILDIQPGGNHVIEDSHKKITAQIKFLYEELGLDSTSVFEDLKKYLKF
PAFAH2 inh = PAFAH2 enzyme inhibitors, primary screen, biochemical, fluorescence polarization, human | Platelet-activating factor acetylhydrolase 2, cytoplasmic (Homo sapiens), Q99487 | recombinant PAFAH2, FP-rhodamine activity probe | 340,000 tested, 0.99% active | inhibition, % at 3.39 µM;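 active means inhibition above the mean over all tested compounds plus 3 SD, cut at about 30% in these data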;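 further: inhibitors block probe labeling of enzyme so polarization drops; 0% = enzyme with DMSO and 100% = wells lacking PAFAH2 protein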
PAFAH1B2 FP inh = PAFAH1B2 enzyme inhibitors, primary screen, biochemical, fluorescence polarization, human; Platelet-activating factor acetylhydrolase IB subunit alpha2 (Homo sapiens), P68402; recombinant PAFAH1B2, FP-rhodamine activity probe; inhibition, % at 3.39 µM; 340,000 tested, 1.2% active;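 active means inhibition above the mean of all tested compounds plus 3 SD, cut at about 24% in these data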;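 further: 0% = enzyme with DMSO and 100% = wells lacking PAFAH1B2; many of its hits are not listed in these tables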
Starred values were filed as active, the others as inactive; nt = not tested or not shown. The list is partial; count on the stated rates, not on these rows.

SMILES	ZTA counter	PAFAH1B3 inh	EBNA-1 inhibitor	LYPLA2 inh	LYPLA1 counter	pPAFAH FP inh	PREPL inh	PAFAH2 inh	PAFAH1B2 FP inh
O=C(c1ccccc1)c1c[nH]c(C(=O)NCc2cccnc2)c1	-1	5	-2	-4	-3	-6	1	13	0
CC(C)(C)c1nc2ccccc2c2nnc(SCC(=O)NCc3ccco3)n12	-9	0	7	2	-1	0	18	-20	-2
COc1cc(SC)ccc1C(=O)OCC(=O)NC1CCCC1	9	7	3	8	3	21	3	68*	11
COCCNCCCCOc1ccc(C)cc1[N+](=O)[O-]	4	-2	15	5	2	2	1	5	3
CC(=O)c1cccc(N=Cc2c(O)c3ccccc3oc2=O)c1	19	8	6	2	0	6	3	0	-2
CC1=Nn2c(nnc2-c2cc(-c3ccccc3)n[nH]2)SC1	-14	5	2	8	-1	4	7	3	0
Cn1c(SCC(=O)Nc2ccc(NC(=O)c3cccc(F)c3)cc2)nnc1-c1ccncc1	2	5	12	2	-1	0	12	10	4
CN1CCN(S(=O)(=O)Cc2ccccc2Cl)CC1	7	3	3	1	-5	5	1	-3	0
CC(=O)C1=C(c2ccccc2)NC(=O)NC1c1ccccc1 (configuration not stated)	-2	9	-14	4	2	3	-7	3	8
COC(=O)[C@H](CC(C)C)NC(=O)N1CCN(c2cccc(C(F)(F)F)c2)CC1	7	5	-1	1	-1	2	15	5	2
OCC[C@H]1C[C@@H](O)[C@H](O)[C@]2(CCCO2)O1	-18	13	-19	-2	0	7	-5	7	-6
CCOC(=O)c1[nH]c2ccccc2c1NC(=O)CC(C)(C)C	-1	3	8	3	4	3	-1	-1	2
CCOc1cc(C(=O)OCC(=O)c2cc(C)n(CC3CCCO3)c2C)ccc1OCC(=O)N1CCOCC1 (configuration not stated)	3	11	0	4	-4	-3	-6	8	0
COc1ccccc1CC(=O)Nc1ccc(O)cc1C(=O)O	6	2	-3	-1	-2	2	6	11	7
COc1cc(/C=N/Nc2ccccn2)ccc1O	0	4	5	-5	1	1	-8	0	4
Cc1ccc(C)c(NC(=O)Nn2cnnc2)c1	-10	-3	-2	3	-3	3	-4	-1	1
CC1CCCC(C)N1C(=O)COC(=O)COc1ccc(C#N)cc1 (configuration not stated)	nt	8	nt	nt	nt	3	8	-2	7
O=c1c2c3c(sc2nc2sc(C4CC4)nn12)CCCC3	-4	-3	-7	6	0	-1	-10	8	5
CSC1=C(C#N)C(c2sccc2C)CC(=O)N1 (configuration not stated)	-5	5	-9	-2	-1	1	-6	-5	4
CC(=O)Nc1cccc(C(=O)Nc2cccc(S(=O)(=O)NCc3ccco3)c2)c1	12	3	nt	-6	-7	0	1	-3	4

By substructure, the compounds so far containing a furan ring, fused or not
SMILES	ZTA counter	PAFAH1B3 inh	EBNA-1 inhibitor	LYPLA2 inh	LYPLA1 counter	pPAFAH FP inh	PREPL inh	PAFAH2 inh	PAFAH1B2 FP inh
CC(C)(C)c1nc2ccccc2c2nnc(SCC(=O)NCc3ccco3)n12	-9	0	7	2	-1	0	18	-20	-2
CC(=O)Nc1cccc(C(=O)Nc2cccc(S(=O)(=O)NCc3ccco3)c2)c1	12	3	nt	-6	-7	0	1	-3	4

(next part)
SMILES	ZTA counter	PAFAH1B3 inh	EBNA-1 inhibitor	LYPLA2 inh	LYPLA1 counter	pPAFAH FP inh	PREPL inh	PAFAH2 inh	PAFAH1B2 FP inh
CCOc1nc(NC(=O)NC(=O)c2ccccc2)nc(-c2ccccc2)n1	-14	-11	7	-2	0	1	-5	3	-3
CCc1ccc(NC(=O)Cc2c(C(=O)O)n(C)c3ccccc23)cc1	18	4	-3	3	1	11	7	6	3
Nc1nc2ccc(Cc3ccncc3)cc2s1	-2	6	3	5	5	-3	1	-2	4
CCOc1cc(S(=O)(=O)N(CC)CC)ccc1F	-9	8	-1	-1	-3	3	7	2	5
CC(C)NCc1cc(Br)ccc1OCc1ccccc1	-6	5	-4	1	7	1	-3	0	3
CCc1c(C(=O)NCCc2cccc(C)c2)[nH]c(C)c1C(C)=O	-1	-1	-2	1	-4	4	-5	6	-5
Cc1ccccc1C(=O)Nc1ccc2nc3n(c(=O)c2c1)CCC3	-12	-4	-5	1	4	4	3	-8	2
CN(c1cccc(NC(=O)CCSc2ccccc2)c1)S(C)(=O)=O	-4	2	-10	9	2	9	-13	8	8
CCOC(=O)c1sc(C)c(C(=O)NC2CCCCC2)c1N	6	0	5	5	-2	4	-1	4	1
CCOc1cc(/C=N/NC(=O)CN(CCc2ccccc2)S(=O)(=O)c2ccc(NC(C)=O)cc2)ccc1O	-1	3	-14	-1	-8	7	-16	0	7
Cc1cccc(C(=O)Nc2ccnc(-c3cccnc3)n2)c1	0	-1	-9	-1	1	0	-1	2	7
CCOc1ccccc1NS(=O)(=O)c1ccc2[nH]c(=O)[nH]c2c1	-2	5	5	14	2	4	-19	6	-6
CC(=O)Nc1ccc(Nc2nc(-c3sc(NC(C)=O)nc3C)cs2)cc1	-4	3	-4	0	0	17	5	13	3
N#CC(C#N)=C1C=CC=CN1/C(=C\c1ccco1)C(=O)c1ccc(Cl)cc1	-2	-7	-7	6	-7	12	7	11	2
COC(=O)c1nc(-c2ccccc2)oc1N1CCOCC1	-2	-4	-4	-2	0	-1	2	4	5
C/C=C(\C)CN1CCC(n2nccc2NC(=O)c2ccc3c(c2)OCO3)CC1	2	-1	-2	16	7	0	6	-9	1
O=C(c1ccccc1)C1CN(c2ccccc2)CC1c1ccc(Cl)cc1 (configuration not stated)	-5	3	1	-4	-5	4	4	2	1
Cc1nnc(N(CCC#N)CCC#N)s1	-2	4	-6	1	-2	6	0	-1	1
CCOC(=O)C1=NN(C(=O)Cc2ccccc2)C(O)(c2ccc(Cl)cc2)C1 (configuration not stated)	3	8	3	4	-1	3	2	3	9
O=C(Nc1nncs1)C1COc2ccccc2O1 (configuration not stated)	-1	-2	-10	-4	-2	-4	1	-2	3
COc1cccc(-c2ccc(C#N)c(SCC(=O)NCCc3ccccc3)n2)c1	8	9	10	6	-1	4	1	-4	-2
Cc1ccc2c(c1)C(=O)C(=O)N2Cc1ccc(Cl)cc1	nt	0	nt	nt	nt	7	13	-8	0
O=C(N/N=C/c1cc2c(cc1Br)OCO2)c1cc2ccccc2o1	10	3	6	-16	-18	0	-21	-5	1
CCCNC(=O)COc1ncnc2sc(C)c(C)c12	4	7	14	0	0	4	6	-4	-3
CCc1ccc(OCC(=O)NNC(=O)C2CCC2)cc1	1	8	7	-6	-9	-2	-4	-3	-1
COC(=O)CN=Cc1c(O)n(-c2ccc(Cl)cn2)c(=O)c2ccccc12	5	3	-6	-2	-1	1	-3	10	3
CN(C)S(=O)(=O)c1ccc(C(=O)NCc2nc3ccccc3s2)cc1	-5	7	0	2	-2	-1	-8	-4	9
CCOC(=O)c1ccc(NC(=O)NCc2ccccn2)cc1	0	13	-11	-10	-5	-6	-3	0	3
COc1ccc(N2CCN(C(=S)NC(=O)c3cccs3)CC2)c([N+](=O)[O-])c1	-5	-2	16	13	2	-4	14	0	0
COc1ccc(NC(=O)CSc2nnc(NC(=O)c3ccccc3C(=O)O)s2)cc1	1	5	-10	-1	2	1	-1	4	4
CN1CCC(N(C)S(=O)(=O)c2ccc(NC(=O)COc3ccc(F)cc3)cc2)CC1	2	-3	-7	4	-2	1	13	-1	4
Cc1ccsc1CN(C)C(=O)C(NC(=O)c1cccc(S(=O)(=O)N2CCOCC2)c1)C(C)C (configuration not stated)	21	-3	nt	-3	-3	-2	1	10	5
CN(C)S(=O)(=O)c1ccc(-c2csnn2)s1	-1	4	-2	-5	-3	1	-1	0	-5
COCCN1CCC(CNCc2cn(-c3cc(C)ccc3C)nc2-c2ccccc2)C1 (configuration not stated)	-24	1	2	0	1	-2	6	-5	4
CSc1nc(C)c2c(n1)N(c1ccc(F)cc1)CC2	12	8	7	-1	-1	5	-2	6	-1
O=C(NCCS(=O)(=O)c1ccc(Br)cc1)c1ccc(Cl)cc1	-15	-2	-3	-2	-5	5	-17	5	28*
Cc1ccc(-c2nc(C(=O)O)cs2)cc1	8	8	6	0	0	-1	1	-5	-1
COc1ccc(CCC(=O)N/N=C/c2ccc3c(c2)OCO3)cc1	2	-1	-4	0	-1	-1	-12	-7	5
O=C(Nc1cccc2ccccc12)/C(=C/c1cccc([N+](=O)[O-])c1)NC(=O)c1cccs1	-8	0	8	-17	-14	-2	2	2	-2
C=CCn1c(C(C)NC(=O)C(C)(C)C)nc2ccccc21 (configuration not stated)	-8	11	2	6	1	0	7	11	0
CCOc1ccccc1N1C(=O)CN(Cc2ccc(OC)c(OC)c2)C1=S	-7	9	-10	-5	2	0	7	-3	6
COc1ccc(OC)c(NC(=O)CCN2CCN(c3ccccc3)CC2)c1	-4	-1	-2	-3	-1	2	28	-2	1
Cc1cc(C(=O)COc2cccc3cccnc23)c(C)n1C	15	7	-6	29*	21*	26*	65*	26	13
COc1ccc(/C=C/C(=O)Nc2ccc(C(N)=O)cc2)cc1OC	1	nt	-11	-6	-5	-2	2	nt	nt
Cc1noc(C(=O)Nc2ccc3c(c2)OCO3)c1Cl	13	-1	5	6	-2	4	7	4	-2
O=C(COc1ccc(-c2nnco2)cc1)NC1CCCc2ccccc21 (configuration not stated)	5	-8	6	-3	-2	5	2	7	0
COc1ccc(CN(C)C(=O)c2ccccc2OCc2c(C)noc2C)cc1OC	7	8	nt	3	1	-6	14	-4	6
COc1ccc(OC)c(CN2CCN(C(=O)c3cccc(S(=O)(=O)Nc4ccc(C)cc4)c3)CC2)c1	7	2	-6	4	1	25*	15	-1	0
CCn1nc(C)c(Br)c1-c1nc(-c2ccc(C)cc2)no1	12	nt	1	8	3	5	0	nt	nt
COc1cc2c(cc1OC)C1(CCCC1)C(N)=C2C#N	-3	4	0	-2	1	0	15	-3	0
Next part
SMILES	ZTA counter	PAFAH1B3 inh	EBNA-1 inhibitor	LYPLA2 inh	LYPLA1 counter	pPAFAH FP inh	PREPL inh	PAFAH2 inh	PAFAH1B2 FP inh
Cc1cc(C)c(C(=O)Nc2ccccc2)c(CC(C)(C)C(=O)O)c1	-2	5	-10	-4	-4	-1	1	3	1
Cc1cc(=O)oc2cc(OCC(=O)OCc3nnc(-c4ccccc4)o3)ccc12	-15	0	4	1	0	-10	2	1	-6
CC(C)Sc1nc2c(c(=O)[nH]1)C(c1cccs1)C1=C(CC(C)(C)CC1=O)N2 (configuration not stated)	18	-2	8	5	4	12	5	9	6
Cn1c(CN2CCCC2)nc2cc(NS(=O)(=O)c3ccccc3)ccc21	-1	16	-1	1	1	-2	2	4	3
CC1CCc2cc(F)ccc2N1C(=O)C12CCC(C)(C(=O)O1)C2(C)C (configuration not stated)	-4	nt	3	-1	-3	2	-3	nt	nt
CCC(=O)Oc1ccc2c(C)c(Cl)c(=O)oc2c1	-8	4	-1	0	-2	5	1	3	3
Cc1ccccc1OCC(=O)OC(C)C(=O)NC1CCCC1 (configuration not stated)	0	-4	nt	-2	1	0	0	2	13
O=C(O)CC1Sc2nnc(COc3ccc(Cl)cc3)n2N=C1c1ccccc1 (configuration not stated)	-13	0	-8	5	6	5	-29	1	17
CN(CC(=O)Nc1ccc(Cl)c(C(F)(F)F)c1)C(=O)c1cc(=O)c2ccccc2o1	8	0	nt	-6	-8	2	24	5	9
CCC(=O)c1ccc(N2CCN(C(=O)COc3ccc(F)cc3)CC2)c(F)c1	12	4	28*	18	1	5	-3	-4	1
